CRFR2-BP antag – antagonists of CRF-BP/CRF-R2 complex, primary screen, cell-based, HEK293, calcium dye fluorescence, uHTS. 350,000 compounds, 0.59% hits. inhibition, % at 11.8 µM. AID 588475, 2011. CRF-induced calcium fluorescence;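 active = inhibition of the ligand-induced calcium signal above about 50% at the single tested concentration, limit read from the data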
CRFBP-R2 agonist – agonists of CRF-BP/CRF-R2 complex, primary screen, cell-based, HEK293, calcium dye fluorescence, uHTS. AID 588473, 2011. calcium dye fluorescence (FLIPR); percent of saturating CRF peptide response. activation, % at 13.2 µM. 350,000 compounds, 0.46% hits;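 active = activation of at least 50%, plus an integration ratio under a set limit after plate pattern correction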;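 note: plate controls were neutral control wells without compound for no effect and CRF at EC100 for full effect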
MEKK2mut PB1 HTS – MEK5 binding signal on mutant MEKK2 PB1, primary screen, biochemical, multiplex bead flow cytometry, Alexa488-MEK5; Alexa488-MEK5 binding to MEKK2 mutant; percent response, % at 10 µM; 290,000 compounds, 0.35% hits; AID 1530, 2009; in the data active = percent response above about 24%, passing the limit was not always enough; note: inactives centre near 1; some results filed as inactive read as strong as hits
FID counter – compounds displacing fluorescent DNA intercalator, primary screen, artefact control for HCV NS3 helicase inhibitor project, biochemical, FID fluorescence; DNA fluorescent intercalator displacement; inhibition, % at 7.9 µM; 290,000 compounds, 0.17% hits; in the data active = inhibition above about 37%;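 note: 0% = vehicle and 100% = reference compound; higher means more ethidium bromide displaced from hairpin DNA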
MEKK3 PB1 HTS – modulators of MEKK3-MEK5 PB1 binding, primary screen, biochemical, wildtype MEKK3, multiplex bead flow cytometry, Alexa488-MEK5; bead-based flow cytometry, Alexa488-MEK5 binding to MEKK3; actives lie on both sides; 0 = blocked by unlabeled MEK5, 100 = vehicle; binding response (% of control), % at 10 µM; 290,000 compounds, 1.4% hits; AID 1529, 2009;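 active = binding response more than 3 SD above or below the average of its plate-row segment, actives on both sides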;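 note: Alexa488 bead fluorescence after subtracting the streptavidin-only scavenger bead signal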
Target sequence (Q99759 whole entry, looked up): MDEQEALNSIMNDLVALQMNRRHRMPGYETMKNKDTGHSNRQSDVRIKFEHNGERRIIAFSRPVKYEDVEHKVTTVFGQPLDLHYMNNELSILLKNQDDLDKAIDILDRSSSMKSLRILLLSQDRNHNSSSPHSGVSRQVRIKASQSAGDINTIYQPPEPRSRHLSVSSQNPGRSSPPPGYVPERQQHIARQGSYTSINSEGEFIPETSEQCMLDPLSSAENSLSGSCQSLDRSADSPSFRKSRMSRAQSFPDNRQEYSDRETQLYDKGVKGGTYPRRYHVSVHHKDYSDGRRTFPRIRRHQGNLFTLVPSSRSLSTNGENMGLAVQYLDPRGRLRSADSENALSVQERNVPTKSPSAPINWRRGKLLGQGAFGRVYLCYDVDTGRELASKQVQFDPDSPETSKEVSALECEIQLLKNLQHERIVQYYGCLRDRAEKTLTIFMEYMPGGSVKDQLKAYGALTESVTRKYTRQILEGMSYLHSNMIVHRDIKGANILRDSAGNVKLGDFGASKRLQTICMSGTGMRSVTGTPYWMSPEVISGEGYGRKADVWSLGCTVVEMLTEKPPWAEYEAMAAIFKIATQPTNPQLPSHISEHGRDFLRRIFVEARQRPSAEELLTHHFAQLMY
GalR3 antagonist – GalR3 antagonists in HEK293 cells, primary screen, cell-based, fluorescence readout; inhibition, % at 3 µM; 360,000 compounds, 0.44% hits; HEK293 GalR3-CNG cAMP membrane potential fluorescence; galR3 body fused to GalR1 C-terminus; Galanin receptor type 3 (Homo sapiens), O60755;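 active = inhibition above the screen-wide average plus 3 SD, cut at about 13% in these data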;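 note: forskolin and galanin both at EC90 stimulate the cells; cAMP rise reported by CNG channel membrane potential dye signal; 0% = forskolin plus galanin with DMSO and 100% = forskolin alone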
Target sequence (O60755 1-299 limits assumed): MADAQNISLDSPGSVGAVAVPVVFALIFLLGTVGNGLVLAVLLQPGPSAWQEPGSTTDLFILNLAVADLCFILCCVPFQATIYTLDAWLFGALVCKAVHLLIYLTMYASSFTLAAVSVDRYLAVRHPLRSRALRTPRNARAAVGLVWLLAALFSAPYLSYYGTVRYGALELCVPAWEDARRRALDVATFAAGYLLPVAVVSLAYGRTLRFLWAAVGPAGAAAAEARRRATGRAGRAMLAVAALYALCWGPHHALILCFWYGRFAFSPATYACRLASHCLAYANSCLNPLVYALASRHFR
NS3 helicase inh – inhibitors of HCV NS3 helicase, primary screen, biochemical, Cy5 molecular beacon fluorescence; Hepatitis C virus NS3 helicase; NS3 helicase DNA unwinding; inhibition, % at 10.9 µM; 290,000 compounds, 0.56% hits; AID 1800, 2009;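 active = inhibition above the mean of all tested compounds plus 3 SD, set per campaign, cut at about 35% in these data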;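 note: 0% = DMSO wells and 100% = thioflavine S control wells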
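test system = hepatitis C virus NS3 helicase domain fragment enzyme | reagent = annealed dual-labelled DNA beacon duplex, ATP-started | times = 1 h at 25 °C | detection = Cy5 fluorescence, 0 and 60 min reads | read-out basis = percent inhibition from t60/t0 fluorescence ratio | control set = DMSO and thioflavine S | replication = one well per compound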
UBC9 SUMO inh – inhibitors of in vitro SUMOylation cascade, primary screen, biochemical, HTRF, uHTS; 290,000 compounds, 0.36% hits; inhibition, % at 35 µM; HTRF SUMOylation assay, SAE1/SAE2 + UBC9; in the data active = inhibition above about 50%, passing the limit was not always enough; note: strong numbers were not always called active
Target sequence (P63279 whole entry, looked up): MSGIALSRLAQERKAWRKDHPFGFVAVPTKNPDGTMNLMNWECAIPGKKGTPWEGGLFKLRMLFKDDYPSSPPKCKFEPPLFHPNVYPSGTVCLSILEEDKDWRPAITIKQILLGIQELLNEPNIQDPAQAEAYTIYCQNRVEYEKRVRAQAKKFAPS
MEKK2 WT-MEK5 – modulators of MEK5 binding to wildtype MEKK2, primary screen, biochemical, multiplex bead flow cytometry, Alexa488-MEK5; Mitogen-activated protein kinase kinase kinase 2 (Homo sapiens), Q9Y2U5; Alexa488-MEK5 binding to MEKK2 WT; actives lie on both sides; binding response (% of control), % at 10 µM; 290,000 compounds, 1.1% hits; in the data active = binding response below about 67% or above about 130%
Active calls of the source: *; / = not tested or not shown; & = joins results of further samples; ! = repeats disagree; [ ] = dose if it differs, or a comment. This is a subset; the hit share may differ from the screen's.

SMILES | CRFR2-BP antag | CRFBP-R2 agonist | MEKK2mut PB1 HTS | FID counter | MEKK3 PB1 HTS | GalR3 antagonist | NS3 helicase inh | UBC9 SUMO inh | MEKK2 WT-MEK5
CC1CC(C)CN(C(=O)c2ccc(NC(=O)c3ccc(=O)[nH]c3)cc2)C1 (centres undefined) | 21 | -0.4 | -7 | -27 | 69 | 4 | 2 | -10 | 77
CC(=O)Oc1ccc2oc(=O)c3c(c2c1)CCCN3C(=O)CN1CCOCC1 | -1 | 1.4 | -5 | 3 | 98 | -1 | -4 | 4 | 97
COc1ccc(N/C=C2\CCc3ccccc3C2=O)cc1 | -17 | 7.7 | -1 | 7 | 98 | -5 | 16 | 36 | 101
COc1ccc(Cc2nc3ccccc3n2C)cc1 | 1 | -4.3 | -3 | -1 | 100 | 2 | 15 | 10 | 98
Cc1cccc(/C=N\Nc2nnc(-c3ccccc3)c(=O)[nH]2)c1 | 13 | 1.3 | -1 | -4 | 100 | 0 | 9 | 20 | 97
Cc1ccn2cc(CCNS(=O)(=O)c3ccc4c(c3)CCCC4)nc2c1 | -3 | -5.5 | 12 | -1 | 114 | / | -7 | 18 | 103
CC12CCC(c3c(C(=O)O)nn(-c4ccc(F)cc4)c31)C2(C)C (centres undefined) | -17 | 0.5 | 4 | -31 | 105 | -3 | 5 | 13 | 110
CC1CCCN(CCCCOc2cccc(Br)c2)C1 (centres undefined) | -4 | -1.0 | -1 | 8 | 104 | -5 | -10 | -11 | 104
COc1cc(N=c2c([N+](=O)[O-])nn(-c3ccc4c(c3)OCCO4)n2O)cc(OC)c1 | -10 | -0.3 | -1 | 1 | 102 | -9 | 12 | 3 | 97
COc1ccc(-c2c(C#N)c(N)nc3sc(C(=O)c4ccc(C)cc4)c(N)c23)cc1 | -49 | 48 | 2 | 1 | 102 | -6 | 11 | 16 | 92
O=C(NNC(=O)c1cc2cc(OC(F)(F)F)ccc2[nH]1)c1cccc(C(F)(F)F)c1 | 45 | -1.1 | -3 | -3 | 101 | -1 | -1 | -7 | 95
CCn1c(CC(=O)Nc2ccc(F)cc2)nnc1SCC(=O)N1CCOCC1 | 9 | 6.5 | 7 | -10 | 101 | -3 | 2 | 0 | 104
Cc1cc(Nc2cccc(Cl)n2)n(-c2ccccc2)n1 | -4 | -4.0 | 26 | -9 | 100 | -6 | 6 | 7 | 110
O=C(NCc1ccco1)c1cc(-c2ccncc2)nc2ccccc12 | 6 | 0.8 | -5 | -1 | 90 | -6 | 3 | -7 | 95
O=C(CNC(=S)N(Cc1ccccc1)Cc1ccccc1F)NCCc1ccc(Cl)cc1 | -23 | 5.3 | -1 | -15 | 96 | -6 | 1 | -14 | 96
COc1cccc(NC(=O)N2CCCC2C(=O)NC(C)C)c1 (centres undefined) | -5 | -0.7 | 7 | 2 | 101 | -2 | 6 | -8 | 98
CCN(c1ccccc1)S(=O)(=O)c1ccc(NC(=O)c2nc(S(C)(=O)=O)ncc2Cl)cc1 | 3 | 20 | 3 | -19 | 103 | / | -16 | 2 | 103
CCOCCN1CCN(c2c3c(nc4cc(-c5ccc(F)cc5)nn24)CCC3)CC1 | -28 | -1.4 | -8 | -11 | 86 | -1 | 6 | 14 | 93
Oc1c(C=C2N=c3ccccc3=N2)sc(=S)n1C1CCCCC1 | -19&-5 | 0.7&1.0 | -3&-11 | -1&-2 | 114&88 | -2&10 | 4&-2 | -22&19 | 53*![inhibitor]
CCS(=O)(=O)N1CCCC(C(=O)NCCCOC)C1 (centres undefined) | 3 | 0.2 | 0 | -4 | 90 | -4 | -7 | -15 | 93
CCc1ccc(-n2c(SCC(=O)Nc3cccc(S(=O)(=O)NC4=NCCCCC4)c3)nc3ccccc3c2=O)cc1 | 11 | 8.0 | -2 | -27 | 90 | -4 | 27 | -3 | 86
O=C(CSc1nnc(CNC(=O)c2ccccc2)o1)Nc1ccc2c(c1)OCO2 | 4 | -0.7 | 0 | -8 | 99 | 1 | 7 | 13 | 101
Cc1ccc(S(=O)(=O)/N=C(\c2ccc(Cl)cc2)N2CCOCC2)cc1 | 14 | -2.2 | 5 | -11 | 101 | -1 | 4 | -14 | 102
Cc1ccc(C(=O)N2CCc3ccccc32)cc1NC(=O)c1ccco1 | -12 | -5.0 | -6 | -21 | 95 | 6 | -15 | 7 | 94
CC(=O)N1CCCc2ccccc21 | -1 | -0.1 | -14 | 0 | 82 | -2 | 2 | 15 | 84
Cc1cc(N/N=C/c2ccc(O)cc2)c2cccc(C)c2n1 | 14 | -3.7 | 29* | 25 | 110 | -10 | -47 | 1 | 209*
CCOc1ccc(CN2CCN(CC3CC3)CC2CCO)cc1 (centres undefined) | 7 | 4.0 | 5 | 0 | 104 | -9 | 0 | 5 | 107
O=c1c2ccccc2c(-c2ccccc2)nn1-c1cc(Cl)cc(Cl)c1 | -19 | 2.9 | 3 | 4 | 106 | -3 | 3 | -1 | 110
CCC(C(=O)O)n1cnc2scc(-c3ccc(C)c(C)c3)c2c1=O (centres undefined) | 6 | -2.3 | 2 | -31 | 103 | -4 | 12 | -16 | 106
COc1cc(OC)c2c(c1)C(=O)c1cc(OC)cc(OC)c1C2=O | 2 | -0.5 | 9 | 4 | 102 | -3 | 9 | 21 | 98
CC(OC(=O)CCc1nc2ccccc2c(=O)[nH]1)C(=O)Nc1ncc(Cl)cc1Cl (centres undefined) | -9 | -1.8 | -5 | -1 | 101 | -4 | 12 | -4 | 98
CCOc1ccccc1Cn1c(=O)oc2ccc(C)cc21 | 8 | -2.7 | 17 | -6 | 91 | -4 | -3 | 0 | 102
Cc1cc(C)c(C#N)c(SCc2ccccc2F)n1 | 6 | -0.4 | -9 | -6 | 97 | -2 | 1 | -1 | 90
CCC(Oc1ccccc1)C(=O)Nc1ccccc1C(=O)N1CCCCC1 (centres undefined) | 7 | 0.4 | -1 | -40 | 101 | 1 | 5 | 17 | 96
CS(=O)(=O)N1CCN(C(=O)NC23CC4CC(CC(C4)C2)C3)CC1 | -12 | 0.8 | -1 | -3 | 100 | -3 | 3 | 13 | 101
O=C(Nc1nc2c(s1)CCCC2)c1ccc(S(=O)(=O)N2CCCc3ccccc32)cc1 | -24 | -1.7 | 1 | -5 | 96 | -3 | -8 | 13 | 112
C=CCn1c(-c2csc(-c3ccc(OC)c(OC)c3)n2)n[nH]c1=S | 10 | -4.1 | 0 | -13 | 105 | -3 | 2 | 2 | 101
Cc1occc1C(=O)NCc1cccc(CNC(=O)c2ccoc2C)c1 | -12 | -0.4 | -3 | -12 | 104 | / | 8 | 16 | 97
COc1ccc(CCN2C(=NC(=O)C(C)C)SC3CS(=O)(=O)CC32)cc1 (centres undefined) | 13 | 0.7 | 13 | -19 | 105 | -3 | -9 | 6 | 97
COc1ccc(S(=O)(=O)Cc2ccc(C(=O)NCCCN(C)c3ccccc3)o2)cc1 | 12 | -5.0 | 3 | -24 | 104 | -4 | -6 | 18 | 100

Structures listed above marked active in MEKK2mut PB1 HTS.
| SMILES | CRFR2-BP antag | CRFBP-R2 agonist | MEKK2mut PB1 HTS | MEKK3 PB1 HTS | GalR3 antagonist | NS3 helicase inh | UBC9 SUMO inh | MEKK2 WT-MEK5 |
| --- | --- | --- | --- | --- | --- | --- | --- | --- |
| Cc1cc(N/N=C/c2ccc(O)cc2)c2cccc(C)c2n1 | 14 | -3.7 | 29* | 110 | -10 | -47 | 1 | 209* |

Next records.
SMILES | CRFR2-BP antag | CRFBP-R2 agonist | MEKK2mut PB1 HTS | FID counter | MEKK3 PB1 HTS | GalR3 antagonist | NS3 helicase inh | UBC9 SUMO inh | MEKK2 WT-MEK5
CS(=O)(=O)N1CCN(S(=O)(=O)c2ccccc2[N+](=O)[O-])CC1 | 9 | 0.8 | 3 | 13 | 107 | -2 | 5 | 10 | 92
CC(C)(C)OC(=O)NCC(=O)N1CCC(C(=O)O)CC1 | -14 | 0.6 | 3 | 1 | 101 | -4 | 2 | 3 | 98
Nc1c(C(=O)c2ccco2)oc2ccccc12 | / | / | -2 | -8 | 95 | -5 | -2 | 23 | 97
CCOC(=O)c1csc(-c2snnc2C)n1 | 2 | 0.6 | -22 | 2 | 88 | -1 | 19 | 13 | 85
CCOc1ccccc1-c1cc(C(=O)Nc2ccc(C(=O)O)cc2)c2ccccc2n1 | 20 | 0.2 | -2 | -31 | 96 | -11 | 6 | 12 | 92
CC(=O)N1C(C)(C)CC(=NOC(=O)c2ccc(C)cc2)CC1(C)C | 15 | 1.0 | -39 | -29 | 61 | -7 | 8 | 6 | 68
O=C(/C=C/c1ccc(S(=O)(=O)N2CCOCC2)cc1)N(CCO)Cc1ccccc1 | 6 | -3.4 | 1 | -23 | 99 | 1 | -4 | 8 | 103
CN1CCCC(OC(=O)CCCCC(=O)OC2CCCN(C)C2)C1 (centres undefined) | 5 | 1.6 | 5 | 7 | 102 | 9 | -7 | 18 | 101
CCOc1ccc(N(CC(=O)NCc2ccc(C)cc2)S(=O)(=O)c2c(C)[nH]c(=O)[nH]c2=O)cc1 | -6 | 0.4 | 4 | -43 | 102 | / | 6 | 14 | 101
COc1ccccc1C(=O)Nc1ccc(NC(=O)c2ccco2)cn1 | -7 | 0.1 | 3 | -17 | 100 | -8 | -4 | 12 | 98
CCOC(=O)C1=C(N)Oc2cc(O)ccc2C1c1cccc([N+](=O)[O-])c1 (centres undefined) | 20 | -2.7 | -2 | 1 | 100 | -3 | -1 | -15 | 100
O=S(=O)(Nc1cccc(Oc2ccc(Cl)cc2)n1)c1ccc(F)cc1 | 4 | -4.2 | 17 | -15 | 114 | / | -5 | 14 | 109
O=C(NCc1ccc(F)cc1)c1ccc(CNc2c(N3CCOCC3)c(=O)c2=O)cc1 | 10 | -0.5 | -3 | -6 | 100 | 5 | -16 | 9 | 98
COc1cc([N+](=O)[O-])cc2cc(C(=O)N3CCN=C3c3ccccc3)c(=O)oc12 | -3 | -0.8 | 8 | -3 | 103 | 0 | 12 | 18 | 102
CSc1ncc(CN2CCN(C(C)C)C(CCO)C2)cn1 (centres undefined) | 7 | -0.1 | 8 | 0 | 105 | 2 | -2 | 16 | 107
O=C(c1ccccc1)c1nn(-c2ccccc2)c(=O)cc1C(F)(F)F | 10 | -1.9 | 15 | -13 | 109 | 0 | -1 | -6 | 113
CCS(=O)(=O)N1Cc2ccccc2CC1C(=O)Nc1nc2ccccc2[nH]1 (centres undefined) | -12 | -0.6 | -5 | -11 | 99 | -3 | 2 | 8 | 96
O=C(CCCn1c(=O)c2sccc2n(Cc2ccc(F)cc2)c1=O)NCc1ccco1 | -3 | -6.8 | 6 | -23 | 105 | / | -8 | 7 | 104

Retrieved by structure from above:
SMILES | CRFR2-BP antag | CRFBP-R2 agonist | MEKK2mut PB1 HTS | FID counter | MEKK3 PB1 HTS | GalR3 antagonist | NS3 helicase inh | UBC9 SUMO inh | MEKK2 WT-MEK5
COc1ccccc1C(=O)Nc1ccc(NC(=O)c2ccco2)cn1 | -7 | 0.1 | 3 | -17 | 100 | -8 | -4 | 12 | 98
Nc1c(C(=O)c2ccco2)oc2ccccc12 | / | / | -2 | -8 | 95 | -5 | -2 | 23 | 97
